From PubChem
hgDAF-12 ag: agonists of H. glycines DAF-12 nuclear receptor. hit rate 1.8% among 370,000. activation, % at 6.8 µM. AID 687014. HEK293 GAL4-hgDAF12 UAS-luciferase reporter, agonist luminescence; normalized to butyrate control;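 active = activation above a cutoff set at the mean of all screened compounds plus 3 SD, cut at about 10% in these data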;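 note: 0% = DMSO wells and 100% = sodium butyrate wells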
ADAM10 inh: ADAM10 inhibition, QFRET primary screen; hit rate 0.62% among 370,000; inhibition, % at 7 µM; recombinant ADAM10, EDANS/DABCYL FRET peptide cleavage, 3 h;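 active = inhibition above a per-campaign cutoff equal to the mean of compounds falling between control-based bounds plus 3 SD, cut at about 20% in these data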;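 note: 0% = DMSO wells while the 100% control is not disclosed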
Target sequence (O14672 214-748 limits assumed): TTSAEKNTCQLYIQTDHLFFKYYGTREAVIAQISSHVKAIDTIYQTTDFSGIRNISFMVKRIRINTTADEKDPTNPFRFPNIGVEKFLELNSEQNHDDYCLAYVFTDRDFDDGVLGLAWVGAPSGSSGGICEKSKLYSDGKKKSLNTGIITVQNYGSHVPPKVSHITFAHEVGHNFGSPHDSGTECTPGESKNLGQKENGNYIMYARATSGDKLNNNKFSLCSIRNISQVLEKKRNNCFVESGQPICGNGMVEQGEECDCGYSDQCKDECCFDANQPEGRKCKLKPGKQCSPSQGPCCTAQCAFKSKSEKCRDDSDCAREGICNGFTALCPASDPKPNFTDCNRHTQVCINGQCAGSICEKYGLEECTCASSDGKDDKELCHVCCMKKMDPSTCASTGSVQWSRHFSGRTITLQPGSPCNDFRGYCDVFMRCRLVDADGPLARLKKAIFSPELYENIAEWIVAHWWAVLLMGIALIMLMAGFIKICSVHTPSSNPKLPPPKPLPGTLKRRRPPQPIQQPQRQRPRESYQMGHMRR
ssDAF12 agonist: activators of S. stercoralis DAF-12 nuclear receptor. HEK293 ssDAF-12/GRIP1 lit1-tk-luc reporter, luminescence; % of 3 µM dafachronic acid response. activation, % at 6.8 µM. hit rate 1% among 370,000. AID 652126;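 active = activation above the mean over all tested compounds plus 3 SD, cut at about 0.9% in these data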;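 note: 0% = DMSO-only wells and 100% = 3 µM delta7-dafachronic acid wells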
hcDAF12 agonist: activates DAF-12 receptor from parasite H. contortus | AID 652067 | HEK293 hcDAF-12 lit1-tk-luc reporter, luminescence; 0% DMSO, 100% Δ7-dafachronic acid | hit rate 1.4% among 370,000 | activation, % at 6.8 µM;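 active = activation above the mean of all tested compounds plus 3 SD, cut at about 5.5% in these data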;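 note: 100% = response to 3 µM Δ7-dafachronic acid high control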
DAX1 inh-1: inhibitors of human orphan nuclear receptor DAX1 (NR0B1); P51843; hit rate 0.99% among 340,000; inhibition, % at 6.75 µM; HEK293 Gal4-DAX1 luciferase reporter, luminescence; AID 504766;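 active = inhibition above the mean over all tested compounds plus 3 SD, cut at about 4.2% in these data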;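 note: 0% = DAX1-transfected cells with DMSO and 100% = empty-vector control cells with DMSO; inhibition shows as a rise in luminescence from relieved DAX1 repression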
Target sequence (P51843 207-470 limits assumed): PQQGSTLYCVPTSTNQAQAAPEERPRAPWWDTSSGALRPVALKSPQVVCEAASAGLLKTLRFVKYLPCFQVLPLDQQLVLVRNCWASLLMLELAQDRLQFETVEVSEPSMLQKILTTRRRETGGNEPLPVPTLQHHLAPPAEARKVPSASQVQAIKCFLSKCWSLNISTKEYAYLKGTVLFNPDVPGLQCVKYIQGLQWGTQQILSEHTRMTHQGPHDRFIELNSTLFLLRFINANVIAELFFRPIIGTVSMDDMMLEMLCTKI
DAX1 inh-2: blocks DAX1 repression of SF-1 activated StAR promoter; HEK293T StAR-luciferase reporter, SF-1/DAX-1 repression relief; hit rate 1.1% among 370,000; AID 652010; inhibition, % at 6.8 µM;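 active = inhibition above the mean over all tested compounds plus 3 SD, cut at about 3.6% in these data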;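 note: 0% = DAX-1 cells with DMSO and 100% = cells lacking DAX-1 with DMSO; higher inhibition means more luminescence from relief of DAX-1 repression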
GC-A act: GC-A (human) enzyme activation; P16066; HEK293 GC-A cells, cGMP TR-FRET, EC30 ANP; 0% at EC30 ANP, 100% saturating ANP; activation, % at 10 µM; hit rate 0.14% among 370,000; AID 1671463; in the data active = activation above about 40%
PG9 binder: small molecules binding HIV-1 gp120 antibody PG9; inhibition, % at 6.7 µM; AID 624416; hit rate 0.43% among 360,000; TR-FRET gp120-PG9 antibody binding; in the data active = inhibition above about 8.5%
FXN GAA850 act: activators of GAA850 frataxin (FXN) promoter | HEK293 lucGAA850 FXN promoter luciferase reporter, 24 h; percent of 10 µM SAHA response | activation, % at 6 µM | hit rate 0.56% among 360,000;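 active = activation above the average of all compounds screened plus 3 SD, cutoff fixed separately per campaign, cut at about 7.5% in these data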;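 note: 0% = DMSO wells and 100% = 10 µM SAHA wells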
ADAM17 inh: inhibits human ADAM17; P78536; recombinant ADAM17, EDANS/DABCYL FRET peptide cleavage; inhibition, % at 6.95 µM; hit rate 0.83% among 370,000; AID 720648;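 active = inhibition above the mean of compounds lying between control limits plus 3 SD, set per campaign, cut at about 8.5% in these data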;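 note: 0% = DMSO-only wells as the low control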
SMARCA2 act: activators of SMARCA2 function; AID 652017; activation, % at 9.1 µM; hit rate 1% among 370,000; MG213 cells, MMTV-luciferase reporter, dexamethasone, overnight; in the data active = activation above about 7.8%;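 note: 0% = vehicle wells and 100% = reference activator wells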
Active calls of the source: *; . = no result given. An unsorted share of the library; about 6.8% have a hit in one of these screens.

SMILES | hgDAF-12 ag | ADAM10 inh | ssDAF12 agonist | hcDAF12 agonist | DAX1 inh-1 | DAX1 inh-2 | GC-A act | PG9 binder | FXN GAA850 act | ADAM17 inh | SMARCA2 act
COc1ccc(C2=NS(=O)(=O)N(C)C(C(=O)Nc3ccc(C(C)=O)cc3)=C2)cc1OC | -2.3 | 0 | -1.6 | -3.9 | -1.3 | -7.8 | 7 | -1.1 | 0.8 | 0 | 0
CC(=O)NCCNc1nc2cc(-c3cscc3C)sc2c(=O)n1C | -3.8 | -38 | -2.0 | -1.2 | . | -0.4 | -2 | 2.0 | 0.5 | -11 | -4
O=C(CCCN1C(=O)c2ccccc2C1=O)Nc1ccc2c(c1)OCCO2 | 0.5 | 7 | -0.5 | -0.5 | 1.5 | -0.1 | -2 | -1.1 | -0.8 | -2 | 0
CC1(C)Cc2c(C#N)c(NCc3ccco3)nc(-c3ccco3)c2CO1 | -0.2 | -103 | -1.3 | -0.5 | 0.3 | 0.1 | 3 | 2.6 | 3.0 | -33 | 5
CSc1ccc(N2CCN(CCCNC(=O)Nc3ccccc3F)CC2)cc1 | 0.6 | -1 | -1.3 | -1.4 | 0.6 | -0.3 | 0 | 1.3 | -3.2 | -4 | -2
CC(C)Sc1nnc(CNC(=O)C23CC4CC(CC(C4)C2)C3)n1Cc1ccccc1 | -3.2 | 4 | -0.7 | -4.0 | -1.8 | -0.9 | 4 | -2.7 | 3.2 | 4 | -1
COc1ccc(N2C(=O)c3ccc(C(=O)OC(C)C)cc3C2=O)cc1 | 0.5 | 1 | -1.0 | -0.7 | -1.1 | -1.2 | -4 | -1.1 | 0.5 | -1 | -1
COc1ccccc1CNC1CCCc2ccccc21 (stereo not drawn) | -0.5 | 4 | -1.0 | -2.0 | 0.7 | -0.3 | -6 | 1.0 | -1.9 | -2 | -2
C#CCOCCOCCOCCNc1nc(N2CCN(C(=O)[C@H](CCCN=C(N)N)n3cc(C(N)[C@@H](C)CC)nn3)CC2)nc(N2CCN(C(=O)[C@H](CCCCN)n3cc([C@@H](N)CC(N)=O)nn3)CC2)n1 (stereo partly drawn) | 1.2 | 1 | -1.4 | -2.3 | 0.2 | 0.2 | 2 | 0.5 | 2.8 | 1 | 2
CN(C)C(=O)c1cc(Cl)ccc1Sc1cc(Cl)ccc1Cl | -2.7 | 7 | -0.9 | -0.5 | -0.3 | -0.3 | -1 | 1.7 | -0.6 | -3 | 0
COc1ccc(C2=NOC(C(=O)N3CCOCC3)C2)cc1OC (stereo not drawn) | 2.7 | -4 | 0.2 | -0.5 | 0.7 | 0.2 | 5 | 0.2 | 0.9 | -5 | -1
CCNC(=S)Nc1ccc(Cc2nc3ccccc3[nH]2)cc1 | -0.2 | -5 | -0.7 | -3.0 | 0.3 | -0.3 | 0 | -1.7 | 1.4 | -2 | 0
C=CCC1NS(=O)(=O)OC(CCCC)C1O (stereo not drawn) | 2.3 | 7 | -0.5 | -0.6 | 1.6 | -0.6 | 2 | -2.8 | 1.7 | 3 | -1
CCC(=O)Oc1ccc(/C(CC)=C(\CC)c2ccc(OC(=O)CC)cc2)cc1 | 1.2 | 5 | -0.5 | -0.9 | -1.6 | 0.0 | 1 | 0.8 | 3.1 | -1 | 0
O=C(c1ccc(Br)c(S(=O)(=O)N2CCCCC2)c1)N1CCCCC1 | -1.9 | -5 | -1.4 | 0.1 | 0.2 | -3.1 | 0 | -2.1 | 1.0 | -7 | 1
Cn1c(=O)c(=O)n(C)c2cc(S(=O)(=O)CCC(=O)Nc3ccc(C(F)(F)F)cc3)ccc21 | -0.6 | 4 | -1.3 | 1.3 | 0.1 | -0.3 | 1 | -1.1 | 2.5 | -4 | -2
CN(Cc1nc2ccccc2c(=O)[nH]1)C(=O)c1cccc(S(=O)(=O)N2CCc3ccccc32)c1 | -7.9 | 1 | -1.8 | 2.3 | -1.6 | 0.8 | -3 | -1.6 | -2.4 | -1 | -3
COc1ccc(S(=O)(=O)N2Cc3ccccc3CC2C(=O)O)cc1OC (stereo not drawn) | 4.1 | -11 | -1.2 | -0.6 | 2.3 | 0.0 | 6 | -3.1 | -1.0 | -3 | -2
O=c1[nH]c(/C=C/c2ccccn2)nc2ccccc12 | 8.5 | -54 | -0.2 | 1.4 | 3.8 | 1.1 | 2 | -0.5 | 3.9 | -23 | 3
CCn1c(NCc2ccccc2Cl)nc2ccccc21 | 3.1 | -1 | -0.9 | 0.1 | 0.3 | 1.0 | -1 | 1.1 | 2.0 | -7 | 5
Nc1[nH]c(C(=O)c2ccc(Cl)cc2)c(-c2ccc(Br)cc2)c1C(=O)NCc1ccc(Cl)cc1Cl | 0.9 | -11 | -1.2 | -1.6 | . | 1.1 | -4 | -1.1 | . | -4 | -3
C/C(=N/NC(=O)c1ccccn1)c1ccc(O)cc1 | 13* | 9 | 0.0 | 2.9 | 4.6* | 5.1* | 2 | -1.9 | 3.7 | 3 | 4
CCc1nnc2sc(-c3cc(-c4ccccc4)nc4ccccc34)nn12 | 0.9 | -14 | -1.6 | -0.8 | -0.7 | -1.4 | 13 | 8.6* | -1.7 | -10 | 0
CC(C)C[C@H]1CNC(=S)N1C[C@H]1CCCN1C[C@H](Cc1ccccc1)N1C[C@H](Cc2ccc(O)cc2)N(CC2CCCCCC2)C1=S | 2.5 | 8 | -0.7 | 1.1 | . | -1.1 | 0 | -2.1 | . | 2 | -2
Cc1[nH]n(-c2cccc3ccccc23)c(=O)c1/C=N/NC(=O)c1cccc([N+](=O)[O-])c1 | 1.2 | 10 | -0.7 | 2.8 | 0.3 | -0.7 | -1 | -2.8 | -0.9 | 3 | -1
O=C(N/N=C/c1cn(-c2ccccc2)nc1-c1cccnc1)c1ccc(F)cc1 | 2.3 | 10 | -2.3 | -2.1 | -2.5 | -0.8 | 3 | 0.3 | 0.0 | 0 | 2
CC(=O)c1ccc(NCCCN2CCC(C(O)(c3ccccc3)c3ccccc3)CC2)cc1 | 0.5 | 3 | -1.5 | 0.5 | . | 1.1 | -24 | . | . | 3 | 9.6*
CC(NC(=O)Cc1ccc(NC2=NC3CS(=O)(=O)CC3S2)cc1)c1ccccc1 (stereo not drawn) | -2.2 | -2 | -1.2 | -1.4 | -0.4 | 1.6 | -3 | 0.9 | 1.6 | 0 | 5
CC(C1CC2CCC1C2)n1c(COc2ccccc2F)nnc1SCC(N)=O (stereo not drawn) | -2.5 | 6 | -1.4 | -2.4 | 0.2 | -0.2 | -13 | -1.3 | -1.3 | 0 | 0
COc1ccc(CN(CC(=O)NC2CCCC2)C(=O)CCC(=O)Nc2nccs2)cc1 | 1.4 | 9 | -0.5 | 0.0 | 0.7 | 0.0 | 1 | -1.4 | 1.6 | -1 | 1
Cn1cccc1C(=O)NCc1ccccn1 | 0.0 | -12 | -0.9 | -0.8 | -0.4 | 1.5 | 2 | -1.0 | 1.1 | 1 | -2
CCC(C(=O)NCc1ccc(OC)cc1)n1nc(C)n2c(cc3occc32)c1=O (stereo not drawn) | -1.3 | 1 | -1.1 | -0.8 | 1.4 | -0.8 | -34 | -0.9 | -1.7 | -1 | 0
Cn1cnc2c(N3CCCCC3)nccc21 | -1.1 | -5 | -1.5 | -1.5 | 2.6 | 1.4 | 2 | -2.1 | -0.6 | 1 | 1
COC(=O)c1cc(S(=O)(=O)N2CCCC2=O)c(Cl)cc1Cl | -2.6 | 9 | -1.1 | -0.6 | 0.8 | -0.8 | 4 | -2.6 | 3.0 | -1 | 8.0*
COc1ccc(NS(=O)(=O)c2cccc(NC(=O)C34CCC(CC3)C4)c2)cc1 | -3.5 | 11 | -2.9 | -1.7 | -1.6 | -2.0 | -9 | -2.2 | -0.7 | 2 | -2
c1ccc(-n2c(-c3ccco3)nnc2N2CCOCC2)cc1 | -0.4 | -4 | -1.5 | 0.0 | 0.2 | 0.2 | 0 | 0.2 | -0.6 | -4 | 0
COc1ccc(N(CC(=O)NCC2CCCO2)S(=O)(=O)c2ccc(C)cc2)cc1OC (stereo not drawn) | -0.3 | 2 | -0.8 | -2.2 | 1.9 | 0.9 | 0 | 1.8 | 0.1 | -1 | 2
O=C1CN(C(=O)CSc2nnnn2C2CC2)c2ccccc2N1 | 0.8 | -3 | -0.7 | 2.1 | 0.9 | 2.0 | 0 | -0.1 | 1.3 | -3 | 1
CC(=O)c1c(-c2ccc(C)cc2)nc2c3ccccc3ccn12 | -2.1 | -4 | 0.1 | 3.6 | -1.1 | 0.5 | -4 | 1.5 | 3.7 | 0 | -1
CC(=O)N1c2ccccc2-c2nc3ccccc3n2C1C (stereo not drawn) | -3.1 | -9 | -0.9 | -2.5 | -0.2 | -0.6 | 1 | -0.3 | -0.1 | -2 | -3

2 entries drawn at random from those above:
SMILES | hgDAF-12 ag | ADAM10 inh | ssDAF12 agonist | hcDAF12 agonist | DAX1 inh-1 | DAX1 inh-2 | GC-A act | PG9 binder | FXN GAA850 act | ADAM17 inh | SMARCA2 act
c1ccc(-n2c(-c3ccco3)nnc2N2CCOCC2)cc1 | -0.4 | -4 | -1.5 | 0.0 | 0.2 | 0.2 | 0 | 0.2 | -0.6 | -4 | 0
COc1ccc(N(CC(=O)NCC2CCCO2)S(=O)(=O)c2ccc(C)cc2)cc1OC (stereo not drawn) | -0.3 | 2 | -0.8 | -2.2 | 1.9 | 0.9 | 0 | 1.8 | 0.1 | -1 | 2

(list continues)
SMILES | hgDAF-12 ag | ADAM10 inh | ssDAF12 agonist | hcDAF12 agonist | DAX1 inh-1 | DAX1 inh-2 | GC-A act | PG9 binder | FXN GAA850 act | ADAM17 inh | SMARCA2 act
CC(C)=CC(=O)N1CCC(N2CCC(C(=O)N3CCOCC3)CC2)CC1 | 1.1 | 1 | -1.5 | -0.5 | 0.2 | 0.1 | 5 | -1.1 | 0.5 | -3 | -1
Fc1ccc(/C=N/Nc2nn[nH]n2)cc1 | -3.2 | -1 | -1.4 | -0.8 | 7.1* | -0.1 | 2 | -2.2 | 0.2 | -1 | 0
Cc1[nH]c(C)c(S(=O)(=O)N(Cc2ccccc2)C(C)(C)C)c1C(=O)N1CCCC1 | 0.9 | -10 | -1.1 | 0.0 | 0.6 | -0.2 | -4 | -2.0 | 3.3 | 2 | 0
CSc1ncc(C(=O)Nc2cccc(S(N)(=O)=O)c2)n1-c1ccccc1 | -0.2 | 10 | -1.3 | -1.8 | -0.7 | -0.4 | -1 | -1.1 | -0.1 | 0 | 1
O=S(=O)(NN=C1CCCCCC1)c1ccccc1 | -0.5 | 5 | -0.1 | 0.3 | 1.8 | 0.9 | 1 | -2.1 | 0.9 | -7 | -1
O=S1(=O)CCOC(CO)CN1Cc1ccc(Cl)c(Cl)c1 (stereo not drawn) | -4.1 | 5 | -1.2 | -1.1 | -0.9 | -0.9 | 2 | -0.7 | 0.5 | 3 | 2
COCCN(CC(=O)Nc1cccc(C)c1C)C(=O)C1CCN(S(=O)(=O)c2ccccc2)CC1 | 2.1 | -9 | -1.7 | -1.4 | -0.3 | -0.4 | -3 | 1.1 | -0.1 | -8 | 0
CC1Cc2ccccc2N1C(=O)CO/N=C/c1ccccc1OC(F)F (stereo not drawn) | -1.0 | 9 | -1.5 | -2.4 | -0.4 | -0.8 | -1 | -0.5 | 2.1 | 4 | -1
CCOC(=O)c1c(N)sc(C(=O)Nc2ccc3c(c2)OCO3)c1C | 8.2 | 8 | 0.5 | 5.8* | -3.0 | 2.7 | 2 | -2.3 | -2.4 | 5 | 2
